# MITF TRPM1 inh: inhibitors of MITF-dependent TRPM1 promoter reporter, primary screen, cell-based, SK-MEL-5, single point, luciferase | SK-MEL-5 TRPM1 promoter luciferase, 24 h | inhibition, % at 12.5 µM | hit rate 0.83% among 330,000 | AID 488899, 2010;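 active = mean inhibition across replicates of 60% or more, whatever share of single replicates reaches that level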; also: values of inactives mirror those of a sister screen read the other way
# Shn3 3UTR inh: reduction of Shn3 3'UTR firefly luciferase signal, primary screen, Schnurri-3 inhibitor project, cell-based, Clone20 osteoblasts, set 2 | Clone20 osteoblast Shn3 3'UTR firefly luciferase, 24 h | inhibition, % at 12.5 µM | hit rate 0.52% among 360,000;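 active = mean inhibition of at least 75% with every replicate also reaching 75%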;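 also: 0% = median of neutral control wells and 100% = pilot-screen positive control compound; some compounds past the cut are filed as inactive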
# CF NFkB block: inhibitors of PAF-induced NF-kB signaling, primary screen, cell-based, GFP fluorescence, uHTS | KKLEB NF-kB-GFP reporter, GFP fluorescence overnight | inhibition, % at 5 µM | hit rate 0.86% among 360,000 | AID 588850, 2011;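 active = at least 50% inhibition at 5 µM, scaled per plate between neutral and stimulator controls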;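 also: PAF is a Pseudomonas aeruginosa culture filtrate used as stimulus; plate controls were PAF-stimulated DMSO wells for no effect and unstimulated DMSO wells for full effect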
# Peg3 prom inh: Peg3 promoter-driven luciferase inhibitors, primary screen, cell-based, HeLa, luciferase luminescence | HeLa PEG-Prom luciferase reporter, overnight | hit rate 1.7% among 360,000 | inhibition, % at 20 µM;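 active = inhibition of at least 50% at 20 µM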
# NR2E3 ag-1: inhibitors of NR2E3-RetCOR corepressor binding, primary screen, NR2E3 agonist project, biochemical, TR-FRET, GST-NR2E3, biotin-RetCOR. Photoreceptor-specific nuclear receptor (Homo sapiens), Q9Y5X4. 1536-well. inhibition of corepressor binding, % at 4.78 µM. hit rate 0.12% among 320,000. AID 2300, 2010;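 active = percent inhibition above the cutoff of mean plus 3 SD of all tested compounds, set per screening campaign, cut at about 20% in these data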;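 also: 0% = DMSO wells and 100% = biotin wells as full block of FRET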
# Target sequence (Q9Y5X4 whole entry, looked up): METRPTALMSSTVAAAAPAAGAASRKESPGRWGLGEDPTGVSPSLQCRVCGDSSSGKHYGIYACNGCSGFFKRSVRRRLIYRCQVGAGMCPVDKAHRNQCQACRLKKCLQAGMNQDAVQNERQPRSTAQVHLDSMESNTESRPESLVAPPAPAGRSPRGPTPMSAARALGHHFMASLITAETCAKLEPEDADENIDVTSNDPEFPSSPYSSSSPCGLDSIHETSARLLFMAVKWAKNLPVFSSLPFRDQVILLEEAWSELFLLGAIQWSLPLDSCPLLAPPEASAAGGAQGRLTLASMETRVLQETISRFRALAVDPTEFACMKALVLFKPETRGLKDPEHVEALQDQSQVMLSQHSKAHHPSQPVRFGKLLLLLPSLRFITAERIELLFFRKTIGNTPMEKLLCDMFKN
#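 Material: NR2E3–RetCOR corepressor complex / Incubation: Compound–protein incubation for 5 h at 4 °C / Dosing: compound at 4.8 µM, single dose / Detection: time-resolved FRET / Benchmarks: high control biotin, low control 0.6% DMSO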
# KKLEB tox: cytotoxicity in KKLEB CF airway cells, primary screen, cytotoxicity control for CF NF-kB inhibitor project, cell-based, uHTS, fluorescence assay plates | KKLEB CF airway cells viability, ATPlite luminescence, overnight; hits give low values; cells stimulated with P. aeruginosa culture filtrate | activity change (cytotoxicity), % at 5 µM | hit rate 0.36% among 360,000;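 active = corrected activity change at or below -50% at 5 µM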
# HIF-2a block: HIF-2a reporter inhibitors, primary screen, luminescence, 786-0 RCC cells. 786-0 RCC cells HIF-2a reporter, luciferase luminescence, overnight. inhibition, % at 18.8 µM. hit rate 0.72% among 360,000;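 active = inhibition of the luminescence signal of 40% or more relative to plate controls, in a single-dose primary screen at 18.75 µM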
# aDG glyco act: activators of alpha-DG glycosylation, primary screen, uHTS, Pro5-aDG cells, AlphaScreen; alpha-DG glycosylation AlphaScreen (IIH6); 0% Pro5, 100% B10-LARGE cell signal; activation, % at 10 µM; hit rate 0.22% among 360,000;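 active = activation of at least 8% versus controls, or a plate z-score of at least 8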;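 also: Pro5 are CHO cells carrying HIG-tagged alpha-DG that lacks glycosylation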
# TWEAK Fn14 block: inhibitors of TWEAK-Fn14 signaling, primary screen, luciferase reporter cells, uHTS. hit rate 2% among 360,000. inhibition, % at 10 µM. TWEAK-stimulated Fn14 reporter cells, luciferase luminescence, 8 h; in the data active = inhibition above about 50%
# NR2E3 ag-2: NR2E3 agonists in two-hybrid cells, primary screen, cell-based, luminescence, CHO-S, Gal4-NCOR/VP16-NR2E3; Photoreceptor-specific nuclear receptor (Homo sapiens), Q9Y5X4; luciferase; inhibition of corepressor binding, % at 3.98 µM; hit rate 0.35% among 360,000; AID 602229, 2012;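 active = inhibition above the mean of all tested compounds plus 3 SD, cut at about 70% in these data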;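 also: 0% = DMSO with NR2E3 transfected cells and 100% = cells lacking NR2E3 construct; higher means lower luciferase signal from less NR2E3 corepressor binding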
# iPSC survival up: enhancers of single-cell hiPSC survival, primary screen, ATPlite luminescence; hit rate 0.044% among 360,000; 100% = ROCK inhibitor wells, 0% = DMSO; survival enhancement, % at 20 µM; in the data active = survival enhancement above about 18%;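 also: cells exposed to compounds for 16 hours before the ATP read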
# * = called active by the depositor; / = no result given.
Molecule	MITF TRPM1 inh	Shn3 3UTR inh	CF NFkB block	Peg3 prom inh	NR2E3 ag-1	KKLEB tox	HIF-2a block	aDG glyco act	TWEAK Fn14 block	NR2E3 ag-2	iPSC survival up
COc1cc(N(C)C)ccc1C=c1c2ccccc2n2c1cc(-c1ccccc1)[n+]2C	110*	95*	-64	100*	/	-26	90*	-0.8	88*	87*	-3.0
Cc1ccc(S(=O)(=O)N(CC(=O)NC2CC3CCC2C3)c2ccccc2)cc1 (stereo not drawn)	/	1	20	12	/	-10	10	-0.2	-8	-14	-1.3
Clc1cccc(CNCC2CCCO2)c1Cl (stereo not drawn)	-3	4	9	-6	5	0	3	0.0	-6	-1	-0.6
COC(=O)c1[nH]c2c(c1C)C(=O)CC(c1cc(OC)ccc1OC)C2 (stereo not drawn)	10	15	24	5	-1	-7	-9	0.0	33	-41	-0.6
Cc1ccccc1CS(=O)(=O)Cc1ccc(C(=O)NCc2cccnc2)o1	-1	-1	0	8	-2	-4	12	0.0	-11	-11	12
C[C@H]1CN([C@@H](C)CO)C(=O)CCCn2nncc2CO[C@H]1CN(C)C(=O)c1ccccc1	/	-29	-7	-15	/	2	-3	0.0	4	-10	-1.7
COc1ccc(-c2cc(C(F)(F)F)nc(SCC(=O)NCc3ccco3)n2)cc1OC	-8	2	16	6	2	-17	7	0.1	1	-7	2.8
O=C(C[C@@H]1C/C=C\CCCC(=O)OC[C@@H]2CCCN2C1=O)N[C@H](CO)Cc1ccccc1	-5	-22	-6	9	/	5	7	-0.1	7	-18	-2.0
COc1ccc(CCC(=O)Nc2cc(S(C)(=O)=O)ccc2Cl)cc1	-5	10	-18	15	0	7	12	-0.1	-9	-23	1.4
Cc1ccc(C(=O)NCc2ccc3c(c2)OCO3)cc1S(=O)(=O)N1CCOCC1	10	-17	-1	2	-1	-3	1	-0.2	-20	0	-0.4
CN(C)/C=C/C(=O)c1c(F)cccc1F	6	-8	1	18	0	-2	17	0.0	20	-10	-1.0
COc1cccc(NC(=O)Nc2ccc(C)c(Cl)c2)c1	-84	-9	33	-270	0	-6	-256	0.6	-21	-52	-1.5
O=C(NCCCOC(=O)c1ccccc1)c1ccccc1	-9	-15	17	16	/	-7	11	0.0	-8	19	1.6
c1ccc(COc2cccc(CNCc3cccnc3)c2)cc1	-4	14	-7	-16	-6	-5	-13	0.3	-1	-14	-0.6
CC1(C)Cc2c(c(N3CCOCC3)nc3sc(C(=O)N4CCCCC4)c(N)c23)CO1	/	10	-44	6	5	0	8	-0.3	-48	15	-1.6
CNc1nc(-c2ccc(Cl)cc2)cs1	-81	-107	8	-294	2	-6	-275	-0.1	-24	-98	0.5
COCCn1c(C(F)(F)F)ccc(NC(=O)c2ccccc2)c1=O	-70	-124	6	-278	1	3	-250	0.0	17	-137	0.1
CC(C(=O)N1CCOCC1)c1ccc([N+](=O)[O-])cc1 (stereo not drawn)	-15	3	4	2	-1	-5	26	0.0	18	18	-0.3
Cc1ccc(C(=O)/C=C/c2ccccc2)o1	-25	-37	-22	-33	2	7	-48	0.5	-4	9	-4.6
Cc1ccc(Cl)cc1N=C(N)N=C(N)N	-13	46	-3	24	1	-10	16	0.1	14	6	-0.7
Cn1nnnc1SCc1nnc(-c2ccc(F)cc2)o1	-13	-20	10	-56	1	-7	-83	-0.1	6	-30	1.0
O=C(Nc1cc(C(F)(F)F)ccc1N1CCOCC1)C1=COCCO1	-4	24	22	-4	3	-10	-3	-0.2	-8	7	-0.4
O=C1C2CSCN2C(=O)CN1CCCN1CCN(C(c2ccccc2)c2ccccc2)CC1 (stereo not drawn)	6	2	-1	9	2	-10	22	0.0	6	9	-2.0
C=CCSc1nsc(N)n1	0	-24	-1	-4	-2	-5	1	-0.2	3	-22	-1.5
O=C(NCC1CCCO1)c1onc(CSc2ccc(Cl)cc2)c1C(=O)O (stereo not drawn)	-4	-15	5	1	3	-6	-3	0.1	-4	-14	-0.6
CCC(C)c1ccc(OCC(=O)Nc2cccc(C(=O)Nc3ccc(C(=O)O)cc3)c2)cc1 (stereo not drawn)	-50	-31	12	-151	3	-11	-140	-0.1	-18	-18	-0.6
CCOc1ccc(NC(=O)CN(c2cc(C)cc(C)c2)S(=O)(=O)c2c(C)noc2C)cc1	-8	9	15	4	0	-11	22	0.2	12	-7	-2.4
Cc1ccc([N+](=O)[O-])cc1S(=O)(=O)NCC1COc2ccccc2O1 (stereo not drawn)	3	-3	32	14	0	-7	27	-0.3	27	-16	0.2
COc1ccc(NC(=O)c2ccco2)cc1S(=O)(=O)N1CCOCC1	-6	4	1	16	2	8	21	-0.1	12	15	-0.7
COc1ccc(C(CC(=O)O)NC(=O)COc2ccccc2)cc1 (stereo not drawn)	-5	4	-5	-5	1	8	9	-0.2	-12	-30	-3.6

# The final two records of the part before are carried over, then new ones follow:
Molecule	MITF TRPM1 inh	Shn3 3UTR inh	CF NFkB block	Peg3 prom inh	NR2E3 ag-1	KKLEB tox	HIF-2a block	aDG glyco act	TWEAK Fn14 block	NR2E3 ag-2	iPSC survival up
COc1ccc(NC(=O)c2ccco2)cc1S(=O)(=O)N1CCOCC1	-6	4	1	16	2	8	21	-0.1	12	15	-0.7
COc1ccc(C(CC(=O)O)NC(=O)COc2ccccc2)cc1 (stereo not drawn)	-5	4	-5	-5	1	8	9	-0.2	-12	-30	-3.6
CCc1nc(SCc2nc3ccccc3[nH]2)c2oc3ccccc3c2n1	-8	20	-14	18	0	-8	-17	0.5	1	8	-1.2
Cc1cccc(-c2c(NC(=O)c3ccco3)oc3ccc(Cl)cc3c2=O)c1	-2	7	12	18	-3	-7	-6	0.2	-11	-9	-0.3
CC(=O)c1ccc(NC(=O)COC(=O)C2CC3C=CC2C3)cc1 (stereo not drawn)	-54	-30	5	-178	/	12	-156	0.0	-5	-15	6.8
COCCN(C(=O)c1ccco1)c1nc(-c2ccccc2)cs1	-5	-11	4	-65	0	-2	-126	0.0	-3	-48	0.0
Cc1cc(C)c(C(=O)CSc2n[nH]c(-c3ccncc3)n2)c(C)c1	-1	10	29	11	3	-10	19	0.2	6	-2	0.8
CC1=C(C(=O)N(C(C)C)C(C)C)CC(CC(=O)NCc2cccs2)C(=O)N1Cc1ccc(C(C)(C)C)cc1 (stereo not drawn)	/	-10	-16	24	/	4	5	0.7	15	36	0.1
Nn1c(SCC(=O)Nc2cccc(F)c2)nnc1C1CCCCC1	-2	8	1	24	2	8	11	0.0	-15	-28	-1.8
CC(C)OC(=O)C(C)Nc1n[nH]c(=S)[nH]c1=O (stereo not drawn)	-8	-21	-2	-7	/	11	-1	0.3	-25	-28	-1.8
CCc1nc2ccc(C(=O)Nc3cccc(NS(C)(=O)=O)c3)cn2c1N(CC)Cc1cccc(Br)c1	/	-14	2	32	/	-7	-17	0.3	22	-7	-1.5
CCOc1ccc(NC(=S)N2CCN(S(=O)(=O)c3ccc(OC)cc3)CC2)cc1	-1	27	9	5	/	2	3	0.2	4	9	-0.1
Cc1cc(C)n(-c2nc(O)cc(=O)[nH]2)n1	4	-37	3	7	1	-8	9	0.0	15	-19	-1.3
COc1cnc(-c2ccccn2)nc1Oc1ccccc1Cl	15	13	13	16	1	-2	6	-0.1	-9	0	0.0
O=C(Nc1ccccc1Cl)c1cc(C2CCCN(C(=O)CCCc3ccccc3)C2)on1 (stereo not drawn)	/	-4	0	-21	/	7	-27	0.3	-21	-1	-1.2
COC(=O)c1ccccc1NC(=O)CSc1ccccc1	-13	-3	-2	-6	1	-2	-11	-0.1	5	-18	1.0
Cc1ccc(C(=O)NCc2ccccc2)c(F)c1F	-21	-20	-6	-59	1	13	-90	-0.2	-14	-29	-0.9
CC(C)(C)n1nnnc1C(c1cccs1)N1CCN(c2ccccc2)CC1 (stereo not drawn)	5	17	-2	9	3	16	19	0.2	4	-15	-3.7
Cc1cccc(-c2nc3c(s2)CCc2onc(-c4ccc(Br)cc4)c2-3)c1	-8	-7	-4	-38	2	8	-38	-0.4	1	-11	-3.7
O=c1[nH][nH]c(=O)c2c1[nH]c(=S)n2Cc1ccccc1	-12	1	-1	-10	/	-12	5	-0.4	0	-6	-1.9
COc1cc(CNc2ncnc3c2ncn3[C@H]2CN(Cc3cccc4ccccc34)C[C@@H](CO)O2)cc(OC)c1OC	/	22	-17	16	/	6	1	0.3	24	11	-1.8
N#Cc1c(N2CCCCC2)nc(N)c2c(N)nc3c(c12)CC(CCl)O3 (stereo not drawn)	17	15	12	0	6	-8	-7	0.7	6	-2	-0.3
Cc1nc(N2CCN(c3ccc(Cl)cc3)CC2)[nH]c(=O)c1C	0	6	5	18	0	4	11	0.0	-7	-14	0.2
O=C1Nc2ccc(F)cc2C12Nc1ccccc1-c1nnc(SCc3ccccc3Cl)nc1O2 (stereo not drawn)	23	-51	-3	-19	-1	-4	-2	0.1	8	-24	0.7
CC/C(=N\NC(=O)c1ccccc1Cl)c1ccc(Br)s1	-7	-11	-12	-7	3	12	5	0.1	-3	-31	6.5
CCOC(=O)c1[nH]c(C)c(C(=O)N2CCCC(Nc3ccc(C)c(C)c3)C2)c1C (stereo not drawn)	5	9	7	0	-3	-4	-5	0.0	-4	13	0.0
CC12CN3CC(C)(CN(C1)C3c1ccc(Cl)cc1Cl)C2O (stereo not drawn)	-1	1	9	4	5	6	12	-0.3	-16	-10	-1.1
O=C(O)c1cc(NC(=O)c2ccc3c(c2)C(=O)N(Cc2ccccc2)C3=O)cc(C(=O)O)c1	7	7	28	1	4	7	11	0.1	-1	-30	0.1
C[C@H]1CN([C@@H](C)CO)C(=O)CCCn2nncc2CO[C@@H]1CN(C)C(=O)c1ccncc1	/	-23	19	-9	/	-1	-7	0.3	24	7	4.8
O=C(CN1N=C(c2ccccc2)CCC1=O)NCc1ccccc1	11	-9	4	10	3	0	15	0.0	-32	-17	0.4
COCCNC(=O)c1cc(-c2ccccc2)nn1Cc1cc(C)no1	1	2	12	0	/	2	-5	-0.3	13	-8	5.2
CN1CCCN(Cc2cccc3ccccc23)CC1	-9	-6	-23	3	-1	0	23	0.0	2	-4	-0.2
O=S(=O)(NCc1ccccn1)c1ccc(Br)s1	0	-1	7	-9	1	-10	-4	0.0	-7	-9	1.0
